Cdc42 wt GTP – changes GTP binding to wildtype human Cdc42. percent activity (GTP binding), % at 10 µM. P60953. GST-Cdc42 beads, Bodipy-GTP binding, flow cytometry; actives lie on both sides. AID 761. hit rate 0.2% among 190,000;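 active means percent activity GTP binding at least 20 points away from the 100% baseline, either down as inhibitor or up as activator; inconclusive means compound flagged as likely green fluorescent from well-wide comparison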;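 further: median bead fluorescence of bound Bodipy-FL-GTP at 100 nM; 0% = excess unlabeled GTP control and 100% = no compound control; below 100% means less GTP binding so inhibitor and above means activator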
Target sequence (P60953 whole entry, looked up): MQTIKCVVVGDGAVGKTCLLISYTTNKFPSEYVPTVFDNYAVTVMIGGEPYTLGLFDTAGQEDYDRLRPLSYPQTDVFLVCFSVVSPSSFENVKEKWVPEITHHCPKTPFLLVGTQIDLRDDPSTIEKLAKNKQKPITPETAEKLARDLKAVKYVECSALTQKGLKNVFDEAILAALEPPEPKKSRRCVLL
Avidin fluor – avidin bead compound fluorescence profile | fluorescence (KMESF) at 10 µM | hit rate 0.38% among 220,000 | Avidin beads, compound fluorescence 488/530 nm, flow cytometry; active compounds read high | AID 1775; in the data active means fluorescence above about 47; further: inactives centre near 10
Mcl1 Noxa PPI – Mcl-1/Noxa interaction inhibition | hit rate 1.5% among 220,000 | AID 1022 | inhibition, % at 21.7 µM | TR-FRET Mcl-1/Noxa peptide binding, 2 h;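 active means compounds that cut the protein-peptide binding signal by more than 50% relative to plate controls in a single-dose test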;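 further: His-tagged Mcl-1 with rhodamine Noxa BH3 peptide and terbium anti-His antibody; 0% = Mcl-1 plus Noxa peptide wells and 100% = peptide-only wells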
Target sequence (Q07820 whole entry, looked up): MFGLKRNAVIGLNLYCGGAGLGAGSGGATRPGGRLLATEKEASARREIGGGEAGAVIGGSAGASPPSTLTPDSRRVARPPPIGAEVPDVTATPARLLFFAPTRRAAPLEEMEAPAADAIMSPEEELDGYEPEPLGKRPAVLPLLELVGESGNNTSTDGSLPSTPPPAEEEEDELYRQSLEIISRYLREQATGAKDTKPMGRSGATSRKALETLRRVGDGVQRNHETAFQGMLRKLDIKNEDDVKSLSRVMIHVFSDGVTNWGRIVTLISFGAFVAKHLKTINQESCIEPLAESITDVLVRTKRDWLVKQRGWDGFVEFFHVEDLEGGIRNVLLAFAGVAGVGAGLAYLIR
Rac1 act GTP bind – modulators of GTP binding to human Rac1 activated mutant. P63000. GST-Rac1 activated beads, fluorescent GTP binding, flow cytometry; actives lie on both sides; 100% means binding = to untreated wells. percent activity (GTP binding), % at 10 µM. hit rate 0.11% among 190,000. AID 764;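 active means GTP binding at least 20 percentage points away from the 100% baseline, in either direction, so actives lie on both sides; inconclusive means Compound likely fluorescent itself, or too few beads counted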
Pf gamet viab – P. falciparum stage V gametocyte viability inhibition. inhibition, % at 10.9 µM. hit rate 0.065% among 150,000. AID 743093. P. falciparum stage V gametocytes, ATP luminescence, 24 h;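 active means inhibition above the mean plus 3 SD of compounds within the control limits, set per campaign, cut at about 38% in these data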;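 further: 0% = DMSO wells and 100% = medium only without gametocytes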
ABCB1 block – inhibitors of human ABCB1 transporter, ABCG2 counter-screen | AID 1326 | P08183 | hit rate 0.067% among 190,000 | inhibition, % at 6.6 µM | CCRF-Adr cells, JC-1 efflux, flow cytometry; in the data active means inhibition above about 40%;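 further: 0% = vehicle and 100% = reference inhibitor; higher value means more JC-1 retained so stronger ABCB1 efflux block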
Rab2A wt mod – changes GTP binding to wildtype dog Rab2A, up or down. P61105. GST-Rab2 wt beads, Bodipy-GTP binding, flow cytometry. GTP binding activity, % at 10 µM. hit rate 0.19% among 190,000. AID 760;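 active means GTP binding activity at least 20 points away from 100%, either lowered or raised; inconclusive means signal likely due to the compound's own green fluorescence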;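 further: 0% = beads with excess unlabeled GTP and 100% = no-compound control corrected for plate trend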
ABCG2 inh – human ABCG2 inhibition, ABCB1 as counter-screen; Q9UNQ0; IgMXP3 cells, JC-1 efflux, flow cytometry; inhibition, % at 6.6 µM; hit rate 0.1% among 190,000; AID 1325;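 active means inhibition above 80%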;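 further: 0% = DMSO and 100% = nicardipine control wells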
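System: two drug-resistant human cell lines, ABCG2 and ABCB1; controls: nicardipine high and DMSO low controls; times: 10 min exposure at 25 °C with rotation, no wash; detection: flow cytometry of retained JC-1 fluorescence; read-out basis: percent efflux inhibition, scaled nicardipine 100% to DMSO 0%; doses: one concentration, 6.6 µM final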
Rac1 wt GTP bind – alters GTP binding to wildtype human Rac1; GST-Rac1 beads, fluorescent GTP binding, flow cytometry; actives lie on both sides; 0 = cold GTP competed, 100 = untreated; GTP binding activity (% of control), % at 10 µM; P63000; hit rate 0.27% among 190,000;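 active means GTP binding activity at least 20 points away from the 100% control level, either lower or higher; inconclusive means compound flagged as likely green fluorescent, judged across all proteins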
Rab7 wt GTP bind – modulators of GTP binding to dog Rab7 wildtype GTPase | GST-Rab7 beads, fluorescent GTP binding, flow cytometry; actives lie on both sides; untreated = 100%, excess cold GTP = 0% | GTP binding activity (percent of control), % at 10 µM | hit rate 0.055% among 190,000 | AID 758;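 active means fluorescent GTP binding to Rab7 beads changed by at least 20 points from the 100% baseline, either direction, mostly lower; inconclusive means compound itself probably fluorescent, or too few beads counted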;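 further: median green fluorescence of bound Bodipy-FL-GTP per Rab7 bead population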
HRas wt GTP – modulators of GTP binding to human HRas wildtype. P01112. GST-Ras wt beads, Bodipy-FL-GTP binding, flow cytometry; actives lie on both sides. GTP binding activity, % at 10 µM. hit rate 0.14% among 190,000. AID 759;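 active means GTP binding activity at least 20% away from the 100% baseline, either lowered as inhibitor or raised as activator; inconclusive means flagged as likely green fluorescent, judged across all proteins in the well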;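 further: 0% = unlabeled GTP competition control and 100% = no-compound control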
Target sequence (P01112 whole entry, looked up): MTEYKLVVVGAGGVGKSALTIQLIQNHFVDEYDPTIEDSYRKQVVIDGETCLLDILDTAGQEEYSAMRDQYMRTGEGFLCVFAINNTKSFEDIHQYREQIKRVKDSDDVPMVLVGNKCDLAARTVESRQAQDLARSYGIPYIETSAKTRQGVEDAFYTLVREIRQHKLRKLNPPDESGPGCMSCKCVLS
* = called active by the depositor; ? = inconclusive; . = not tested or not shown.

SMILES	Cdc42 wt GTP	Avidin fluor	Mcl1 Noxa PPI	Rac1 act GTP bind	Pf gamet viab	ABCB1 block	Rab2A wt mod	ABCG2 inh	Rac1 wt GTP bind	Rab7 wt GTP bind	HRas wt GTP
NS(=O)(=O)c1ccc(CCNC(=S)Nc2ccc(S(N)(=O)=O)cc2)cc1	101.0	13	4.4	101.0	13.6	-0.3	99.0	-3.0	104.0	99.0	100.0
O=C(O)c1cccc(N/N=C/c2sc(N3CCOCC3)nc2-c2ccccc2)c1	100.0	15	27.5	95.0	.	5.6	96.0	2.3	107.0	97.0	98.0
Cc1ccc(Nc2nc(C)cs2)cc1	101.0	12	11.6	98.0	2.6	0.7	96.0	3.3	100.0	96.0	97.0
O=C(CN1C(=O)/C(=C\c2ccc(C(F)(F)F)cc2)Sc2ccccc21)NCc1ccco1	103.0	7	1.2	101.0	2.2	0.5	100.0	5.4	106.0	100.0	100.0
CC1(C)CC(=O)C2=C(C1)Nc1[nH]n(-c3ccccc3)c(=O)c1C2c1ccc2c(c1)OCO2 (stereo unspecified)	98.0	31	5.4	96.0	-0.6	-0.2	98.0	-0.8	100.0	98.0	98.0
CCOC(=O)c1ccc(Cn2cnc3ccccc3c2=O)cc1	102.0	8	-2.5	99.0	9.5	1.2	101.0	2.3	104.0	101.0	100.0
CC(C)Oc1cccc(C(=O)C2CCCN(Cc3cnc(N4CCOCC4)s3)C2)c1 (stereo unspecified)	98.0	11	12.6	97.0	1.5	0.6	98.0	1.3	103.0	102.0	101.0
CO/N=C/NC(=O)c1c(OC)ccnc1Oc1ccc(F)cc1	99.0	14	-7.4	97.0	8.8	1.1	100.0	4.6	96.0	99.0	101.0
O=C(NCCCn1ccnc1)C(=O)NCC1OCCN1S(=O)(=O)c1ccc(Cl)cc1 (stereo unspecified)	103.0	.	-0.1	100.0	.	1.2	99.0	4.7	108.0	96.0	100.0
CCCCn1c(SCC(=O)N2CCC(C(=O)OCC)CC2)nc2cc(S(N)(=O)=O)ccc21	104.0	28	-2.8	101.0	.	0.2	101.0	5.7	108.0	99.0	101.0
CCOc1ccc(NC(=O)COc2ccc(C(=O)NCCc3ccccc3)cc2)cc1	103.0	6	-22.1	100.0	0.5	-0.3	103.0	2.5	101.0	95.0	100.0
CCCC1(C(=O)OCC)NC(c2ccc(OC)cc2OC)C2C(=O)N(c3ccc4c(c3)OCCO4)C(=O)C21 (stereo unspecified)	100.0	8	17.4	98.0	10.9	1.9	101.0	-7.7	100.0	102.0	101.0
Cn1ccnc1SC(=O)N1c2ccccc2Sc2ccccc21	99.0	13	5.5	100.0	.	0.0	101.0	0.7	105.0	102.0	100.0
N#Cc1cccnc1Nc1cccc(Cl)c1	104.0	16	-1.2	98.0	-13.4	0.2	98.0	7.2	105.0	101.0	102.0
COc1cc(NS(=O)(=O)c2ccc(NC(=O)COc3ccccc3C)cc2)nc(OC)n1	96.0	3	15.5	95.0	.	-0.1	95.0	0.0	96.0	96.0	98.0
CN(C)S(=O)(=O)c1ccc(N2CCCC2)c(C(=O)Nc2ccc(N3CCOCC3)cc2)c1	104.0	10	1.4	100.0	.	0.7	101.0	0.7	108.0	98.0	102.0
O=C(Nc1ccc2oc(-c3cccnc3)nc2c1)c1ccco1	101.0	15	37.7	100.0	.	0.6	100.0	4.5	105.0	101.0	103.0
Cc1ccc(OCC(=O)NCc2cccnc2)cc1	98.0	17	-9.7	96.0	9.2	0.1	100.0	-0.4	98.0	95.0	97.0
COc1ccccc1OCc1ccc(C(=O)N2N=C(C(F)F)CC2(O)C(F)F)o1 (stereo unspecified)	103.0	10	6.4	100.0	6.0	0.0	101.0	2.6	104.0	98.0	102.0
O=C(O)C1CCCCC1C(=O)OCCCCOC(=O)C1CCCCC1C(=O)O (stereo unspecified)	102.0	14	-0.1	99.0	.	-1.7	100.0	-1.8	104.0	99.0	102.0
Cc1cnc(NC(=O)CSc2ncn(-c3ccccc3)n2)s1	101.0	7	-11.2	99.0	-5.7	0.5	98.0	3.0	106.0	100.0	101.0
CCc1ccc(C2CC(c3ccco3)=NN2S(C)(=O)=O)cc1 (stereo unspecified)	101.0	.	-4.7	100.0	.	0.4	98.0	0.7	103.0	97.0	97.0
O=C(Nc1ccc2c(c1)C(=O)N(C1CCCCC1)C2=O)C1CCCO1 (stereo unspecified)	101.0	37	12.1	97.0	.	0.5	97.0	3.3	99.0	97.0	99.0
COCCN1CCN(Cc2cn(C)nc2-c2cccc(Cl)c2)CC1	93.0	6	-4.2	96.0	6.0	0.3	97.0	0.4	95.0	97.0	94.0
C=CCOc1ccccc1CN1CCC(CO)(CCOc2ccccc2)CC1	93.0	0	-4.0	91.0	22.2	-1.5	96.0	-4.5	94.0	101.0	95.0

An excerpt from above, showing only Cdc42 wt GTP, Pf gamet viab and Rac1 wt GTP bind.
| structure | Cdc42 wt GTP | Pf gamet viab | Rac1 wt GTP bind |
| --- | --- | --- | --- |
| Cc1cnc(NC(=O)CSc2ncn(-c3ccccc3)n2)s1 | 101.0 | -5.7 | 106.0 |
| CCc1ccc(C2CC(c3ccco3)=NN2S(C)(=O)=O)cc1 (stereo unspecified) | 101.0 | . | 103.0 |
| O=C(Nc1ccc2c(c1)C(=O)N(C1CCCCC1)C2=O)C1CCCO1 (stereo unspecified) | 101.0 | . | 99.0 |
| COCCN1CCN(Cc2cn(C)nc2-c2cccc(Cl)c2)CC1 | 93.0 | 6.0 | 95.0 |

Further results
SMILES	Cdc42 wt GTP	Avidin fluor	Mcl1 Noxa PPI	Rac1 act GTP bind	Pf gamet viab	ABCB1 block	Rab2A wt mod	ABCG2 inh	Rac1 wt GTP bind	Rab7 wt GTP bind	HRas wt GTP
OC(COc1c(Cl)cc(Cl)cc1Cl)CN1CCCCC1 (stereo unspecified)	?	8	-5.0	?	.	0.6	?	1.9	?	?	?
C/C(=N\Nc1ccc(C(=O)O)cc1)c1nc2ccccc2n1C	95.0	12	-5.3	97.0	.	0.3	95.0	7.1	88.0	99.0	95.0
O=C(NC(=S)Nc1ccc(CN2CCOCC2)cc1)c1cccc([N+](=O)[O-])c1	98.0	10	20.8	98.0	.	0.3	101.0	7.6	100.0	101.0	99.0
COCCCNC(=S)NC1CC2CCCC(C1)N2Cc1ccco1 (stereo unspecified)	97.0	2	-5.8	93.0	.	-3.8	94.0	-3.1	97.0	93.0	97.0
CCn1c(SCC(=O)c2cccs2)nnc1-c1ccco1	108.0	27	-4.2	103.0	.	0.7	103.0	39.1	109.0	99.0	103.0
Cc1ccc(NC(=O)c2cc(-c3cccs3)on2)cc1	108.0	9	-3.1	101.0	7.3	0.1	103.0	1.4	109.0	102.0	106.0
COc1cccc(-n2nc(C(C)=O)c(C#N)c2-c2ccco2)c1	103.0	2	13.3	99.0	-0.9	.	99.0	1.7	103.0	97.0	99.0
CCOc1c(Cl)cc(CNc2ccc(S(N)(=O)=O)cc2)cc1OC	101.0	7	14.6	99.0	.	8.2	98.0	7.0	101.0	98.0	101.0
COc1cccc(OC)c1OCCCCN1CCCC1	95.0	56*	21.8	94.0	.	0.2	96.0	2.9	96.0	99.0	98.0
CCN(CC)S(=O)(=O)c1cccc(-c2nnc(SCC(=O)c3cc(C)n(C)c3C)o2)c1	97.0	15	25.9	92.0	.	1.2	94.0	4.3	96.0	92.0	94.0
CCC(=O)Nc1ccc(NC(=S)NC(=O)c2oc3ccccc3c2C)cc1	100.0	1	9.2	98.0	.	-0.3	100.0	-8.5	103.0	96.0	97.0
CCCS(=O)(=O)NCCc1cc2c(OC)ccc(OC)c2[nH]c1=O	96.0	19	-4.8	96.0	.	0.2	95.0	3.4	96.0	96.0	95.0
COc1cccc(Cn2c(=S)[nH]c3ccc(N4CCOCC4)cc3c2=O)c1	104.0	34	23.4	99.0	-3.2	0.5	104.0	1.1	102.0	100.0	102.0
O=C(C1CCC(=O)N1Cc1cccnc1)N1CCN(c2ccc(F)cc2)CC1 (stereo unspecified)	104.0	5	3.6	101.0	.	0.0	101.0	-0.1	105.0	97.0	100.0
CS(=O)(=O)N(CC(N)=O)c1cccc(Br)c1	102.0	6	0.9	100.0	.	0.7	100.0	3.3	103.0	94.0	101.0
COc1nnc(OC)c2ccccc12	99.0	10	1.1	97.0	.	0.7	104.0	1.5	105.0	103.0	102.0
CCOC(=O)c1cnc(SCC(=O)Nc2cccc(OC)c2)nc1N	102.0	6	-7.8	98.0	-18.5	.	100.0	.	103.0	101.0	102.0
CCCC(=O)Nc1ccc2oc(-c3cncc(Br)c3)nc2c1	94.0	5	-5.9	94.0	22.9	-0.2	96.0	0.4	93.0	99.0	94.0

Grouped by structure, the entries above containing two or more sulfur atoms.
SMILES	Cdc42 wt GTP	Avidin fluor	Mcl1 Noxa PPI	Rac1 act GTP bind	Pf gamet viab	ABCB1 block	Rab2A wt mod	ABCG2 inh	Rac1 wt GTP bind	Rab7 wt GTP bind	HRas wt GTP
NS(=O)(=O)c1ccc(CCNC(=S)Nc2ccc(S(N)(=O)=O)cc2)cc1	101.0	13	4.4	101.0	13.6	-0.3	99.0	-3.0	104.0	99.0	100.0
CCCCn1c(SCC(=O)N2CCC(C(=O)OCC)CC2)nc2cc(S(N)(=O)=O)ccc21	104.0	28	-2.8	101.0	.	0.2	101.0	5.7	108.0	99.0	101.0
Cn1ccnc1SC(=O)N1c2ccccc2Sc2ccccc21	99.0	13	5.5	100.0	.	0.0	101.0	0.7	105.0	102.0	100.0
Cc1cnc(NC(=O)CSc2ncn(-c3ccccc3)n2)s1	101.0	7	-11.2	99.0	-5.7	0.5	98.0	3.0	106.0	100.0	101.0
CCn1c(SCC(=O)c2cccs2)nnc1-c1ccco1	108.0	27	-4.2	103.0	.	0.7	103.0	39.1	109.0	99.0	103.0
CCN(CC)S(=O)(=O)c1cccc(-c2nnc(SCC(=O)c3cc(C)n(C)c3C)o2)c1	97.0	15	25.9	92.0	.	1.2	94.0	4.3	96.0	92.0	94.0

Compounds were not picked by outcome. Share with any hit: about 2.3%.
